CRFR2-BP antag: blocks CRF-induced signaling of the CRF-BP/CRF-R2 complex | HEK293 CRF-R2/CRF-BP, CRF-induced calcium fluorescence | inhibition, % at 11.8 µM | 350,000 tested, 0.59% active;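 active means inhibition of the ligand-induced calcium signal above about 50% at the single tested concentration, limit read from the data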
CHRM4 PAM: potentiates acetylcholine response at human M4 receptor; P08173; CHO-K1 hM4/Gqi5, Fluo-8 calcium fluorescence, ACh EC20; 0% = ACh EC20, 100% = maximal ACh; activation, % at 3 µM; 360,000 tested, 0.4% active; AID 624126;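 active means activation above its plate's cutoff, the mean activation of sample wells plus 3 SD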; further: some results filed as inactive read as strong as hits
Target sequence (P08173 whole entry, looked up): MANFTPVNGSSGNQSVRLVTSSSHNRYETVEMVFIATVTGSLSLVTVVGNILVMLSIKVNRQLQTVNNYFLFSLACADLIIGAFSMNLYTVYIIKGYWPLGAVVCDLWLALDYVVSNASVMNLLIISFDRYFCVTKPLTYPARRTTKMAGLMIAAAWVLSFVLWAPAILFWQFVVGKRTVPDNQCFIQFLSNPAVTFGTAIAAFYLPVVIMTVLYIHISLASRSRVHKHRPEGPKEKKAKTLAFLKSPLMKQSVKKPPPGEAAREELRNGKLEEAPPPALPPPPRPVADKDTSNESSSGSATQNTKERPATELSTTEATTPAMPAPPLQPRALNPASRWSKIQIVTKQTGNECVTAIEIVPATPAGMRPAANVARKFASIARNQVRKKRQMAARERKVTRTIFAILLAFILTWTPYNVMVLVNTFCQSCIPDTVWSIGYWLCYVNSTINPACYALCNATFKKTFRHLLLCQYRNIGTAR
M4 ag: CHRM4 agonism in calcium assay | P08173 | CHO-K1 hM4/Gqi5, Fluo-8 calcium fluorescence; vehicle 0%, full acetylcholine response 100% | activation, % at 3 µM | 360,000 tested, 0.14% active | AID 624127;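 active means activation above the run mean over all test wells plus 3 SD, cut at about 32% in these data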;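 further: peak over basal fluorescence ratio per well then scaled between controls; 0% = DMSO wells and 100% = acetylcholine at EC100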
CRFR2-BP ag: CRF-BP/CRF-R2 complex agonism | activation, % at 13.2 µM | 350,000 tested, 0.46% active | HEK293 CRF-R2/CRF-BP, calcium dye fluorescence (FLIPR); percent of saturating CRF peptide response;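 active means activation of at least 50%, plus an integration ratio under a set limit after plate pattern correction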;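 further: plate controls were neutral control wells without compound for no effect and CRF at EC100 for full effect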
M1 PAM: positive allosteric modulators of human M1 muscarinic receptor | P11229 | CHO-K1 hM1, Fluo-8 calcium fluorescence, ACh EC20; 0% = ACh EC20, 100% = maximal ACh | activation, % at 3 µM | 360,000 tested, 0.088% active; in the data active means activation above about 19%, passing the limit was not always enough
Target sequence (P11229 whole entry, looked up): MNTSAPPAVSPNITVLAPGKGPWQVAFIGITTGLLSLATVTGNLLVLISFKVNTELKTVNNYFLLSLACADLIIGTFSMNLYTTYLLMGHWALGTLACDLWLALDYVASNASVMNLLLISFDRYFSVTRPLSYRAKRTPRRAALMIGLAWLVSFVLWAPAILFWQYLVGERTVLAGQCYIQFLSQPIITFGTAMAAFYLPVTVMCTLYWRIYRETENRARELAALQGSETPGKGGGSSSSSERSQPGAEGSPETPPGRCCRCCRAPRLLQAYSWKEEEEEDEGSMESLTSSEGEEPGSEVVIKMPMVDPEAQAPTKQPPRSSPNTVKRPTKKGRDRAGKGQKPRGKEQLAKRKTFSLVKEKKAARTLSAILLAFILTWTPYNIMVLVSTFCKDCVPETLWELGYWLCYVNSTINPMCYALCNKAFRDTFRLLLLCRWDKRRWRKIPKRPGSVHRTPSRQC
CHRM4 antagonist: antagonists of human muscarinic M4 receptor (CHRM4). P08173. 360,000 tested, 0.73% active. CHO-hM4 cells, ACh EC80, Fluo-8 calcium fluorescence. inhibition, % at 3 µM;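 active means inhibition above its plate's cutoff, the mean inhibition of sample wells plus 3 SD, cut at about 27% in these data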;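 further: 0% = acetylcholine EC80 with DMSO and 100% = DMSO without agonist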
CHRM5 antagonist: antagonists of human muscarinic M5 receptor (CHRM5). 360,000 tested, 0.59% active. P08912. CHO-hM5 cells, Fluo-8 calcium fluorescence, ACh EC80. inhibition, % at 3 µM;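 active means inhibition above a per-plate cutoff, the mean of that plate's test compounds plus 3 SD, cut at about 27% in these data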;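 further: 0% = acetylcholine EC80 with DMSO and 100% = DMSO without agonist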
CHRM5 agonist: agonists of human muscarinic M5 receptor (CHRM5); 360,000 tested, 0.19% active; CHO-K1 hM5 cells, Fluo-8 calcium fluorescence; 0% DMSO wells, 100% maximal acetylcholine response; activation, % at 3 µM; P08912;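 active means activation above the run's mean over test compounds plus 3 SD, cut at about 23% in these data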;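 further: signal is peak over basal fluorescence ratio across the kinetic read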
CHRM5 PAM: potentiates acetylcholine response at human M5 receptor; P08912; CHO-K1 hM5, Fluo-8 calcium, ACh EC20 PAM; 0% = ACh EC20, 100% = ACh EC100; activation, % at 3 µM; 360,000 tested, 0.3% active;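 active means activation above the run cutoff, the mean activation of all test compounds plus 3 SD, cut at about 18% in these data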
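Assay system: CHO-K1 hM5 cells / Incubation: Fluo-8 loading 80 min at 37 °C plus 30 min room temperature / Technique: Fluo-8 calcium dye fluorescence, kinetic read / Repeats: single replicate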
Numbers without * were called inactive; · = not tested or not shown. Compounds as they come; 2.6% or so of the library scored in one or more.

SMILES	CRFR2-BP antag	CHRM4 PAM	M4 ag	CRFR2-BP ag	M1 PAM	CHRM4 antagonist	CHRM5 antagonist	CHRM5 agonist	CHRM5 PAM
COc1ccc(Oc2c(Cl)cnn(-c3ccc(C)cc3)c2=O)cc1	6	5	7	-0.1	3	8	4	-7	-1
COc1ccccc1C(=O)N(CCC1CCCN1C)c1nc2ccccc2s1 (configuration not stated)	-17	-25	20	3.9	-23	11	27*	-10	-19
Cc1cccc(C(=O)NCCc2nnc(SCC(=O)Nc3cccc(C(=O)O)c3)n2C)c1	0	1	1	-0.7	8	-1	-10	-4	5
COc1ccc(C2=Nc3ccccc3NC(=O)C2N(C(=O)c2cnc(C)cn2)c2ccc(N3CCOCC3)cc2)cc1 (configuration not stated)	·	-2	0	·	4	-2	0	2	0
COC(=O)C=C1CCC2C3CC(F)C4(O)CC(=O)CCC4(C)C3C(=O)CC12C (configuration not stated)	-16	5	5	0.4	8	-12	7	2	8
CSCC(=O)N1CCC(n2nccc2NC(=O)CCc2ccccc2)CC1	1	-3	0	1.2	4	-9	2	-2	-2
CC(C)(C)c1ccc(S(=O)(=O)N2CCc3nc4ccccc4c(C(=O)O)c3C2)cc1	-5	5	0	0.2	9	-22	-8	-6	2
CCN(C(=O)c1c(-c2ccccc2)noc1C)c1ccccc1	2	4	0	-2.1	9	14	4	-1	-1
C[C@H]1CN([C@@H](C)CO)C(=O)CCCn2cc(nn2)CO[C@@H]1CN(C)C(=O)Nc1cccc(C(F)(F)F)c1	-2	4	1	-0.1	7	-13	3	1	2
O=C(CN1C(=O)CCS(=O)(=O)c2ccccc21)NCc1ccccc1	4	7	0	-1.0	15	3	-4	-1	7
CCn1nc(C)cc1C(=O)Sc1ccc(C)cc1	4	-20	7	2.0	-3	5	7	2	-8
NC(=O)c1c(NC(=O)Cn2cc([N+](=O)[O-])cn2)sc2c1CCCC2	-3	-1	1	-6.3	6	-1	7	0	2
O=C(Nc1ccc2c(c1)OCCO2)c1ccc2ccccc2n1	5	-3	4	-3.1	9	0	17	-8	-5
ONC=Nc1cccc2nonc12	-6	2	1	3.8	5	-7	-10	-3	3
COc1ccc(CCC(C)N2CCC(CO)(Cc3ccccc3)CC2)cc1 (configuration not stated)	12	-10	4	-0.8	-9	33*	3	-19	-5

Five of these compounds in another layout.
Below each compound: CRFR2-BP antag | CHRM4 PAM | M4 ag | CRFR2-BP ag | M1 PAM | CHRM4 antagonist | CHRM5 antagonist | CHRM5 agonist | CHRM5 PAM
> CCn1nc(C)cc1C(=O)Sc1ccc(C)cc1
  4 | -20 | 7 | 2.0 | -3 | 5 | 7 | 2 | -8
> NC(=O)c1c(NC(=O)Cn2cc([N+](=O)[O-])cn2)sc2c1CCCC2
  -3 | -1 | 1 | -6.3 | 6 | -1 | 7 | 0 | 2
> O=C(Nc1ccc2c(c1)OCCO2)c1ccc2ccccc2n1
  5 | -3 | 4 | -3.1 | 9 | 0 | 17 | -8 | -5
> ONC=Nc1cccc2nonc12
  -6 | 2 | 1 | 3.8 | 5 | -7 | -10 | -3 | 3
> COc1ccc(CCC(C)N2CCC(CO)(Cc3ccccc3)CC2)cc1 (configuration not stated)
  12 | -10 | 4 | -0.8 | -9 | 33* | 3 | -19 | -5

Additional records follow:
SMILES	CRFR2-BP antag	CHRM4 PAM	M4 ag	CRFR2-BP ag	M1 PAM	CHRM4 antagonist	CHRM5 antagonist	CHRM5 agonist	CHRM5 PAM
COc1ccc2c(=O)c(C(=O)NCCc3ccccc3)c[nH]c2c1	-4	0	4	-0.1	17	-8	-2	0	0
C(=C\c1nnc2c3ccccc3ncn12)/c1ccccc1	-11	5	2	-0.3	-5	-1	-1	-2	-1
CC1CCCN(C(=O)c2cn(-c3ccccc3)nc2-c2cccnc2)C1 (configuration not stated)	-13	1	4	0.5	12	-2	4	2	-3
COc1ccc(Nc2nc(-c3sc(C)nc3C)cs2)c(OC)c1	21	-1	-1	0.4	5	0	4	-1	10
CCOC(=O)C1(Cc2ccccc2)CCN(Cc2cnn(-c3ccccc3)c2)CC1	-51	0	5	1.3	-4	-2	-5	2	-2
Nc1c(C(=O)OCC(=O)Nc2ccc(Cl)cc2[N+](=O)[O-])[nH]c(=O)[nH]c1=O	11	-7	1	-0.1	6	9	5	-1	3
Cc1cccnc1NC(=O)CCNC(=O)c1ccc(Cl)cc1	5	0	1	-0.6	1	2	6	-3	-7
Nc1cc(-c2ccccc2)n2c(n1)nc1ccccc12	0	-59	0	-0.8	-27	8	17	-18	-35
CC(OC(=O)Cc1ccc(Br)cc1)C(=O)NC1CCCC1 (configuration not stated)	2	6	1	-2.5	8	-5	12	0	10
Cc1ccc(/C(=N\S(=O)(=O)c2ccc(Br)cc2)Nc2ccccc2C)cc1	-6	8	-1	1.5	5	-22	-2	-3	4
Cc1cc([N+](=O)[O-])nn1CC(=O)NCCc1c[nH]c2ccccc12	13	3	0	-1.4	8	-10	10	-1	-3
CCOC(=O)Cc1csc(NC(=O)CN(C)S(=O)(=O)c2ccc3c(c2)CCC(=O)N3)n1	15	-4	0	-0.3	7	3	3	1	-3
O=C1C(Cl)=C(NCCN2CCOCC2)C(=O)c2ccccc21	2	-3	4	-0.1	-4	-3	0	2	-2
Cc1cc(-c2ccccc2)nc(N(C)NC(=O)c2c(F)cccc2F)c1S(C)(=O)=O	-7	15	5	2.8	-1	0	2	-1	-5
NNC(=O)CN1C(c2ccc(Cl)cc2)=Nc2ccc(Br)cc2C1c1ccccc1 (configuration not stated)	-70	-2	0	29	3	-8	-6	-3	-1
Cc1cc(SCC(=O)OCC(=O)N2CCCC2=O)c(C)cc1Br	18	-2	2	-2.2	0	0	-4	-6	2
COc1ccc(OC)c(S(=O)(=O)Nc2cccc3c(O)cccc23)c1	-19	-1	4	-4.0	10	2	4	-16	4
COC(=O)c1ccc(=O)n(Cc2ccco2)c1	13	13	0	-1.0	11	-1	-8	0	12
CC(=O)c1ccc(OCC(=O)N(CCC2=CCCCC2)c2c(N)n(Cc3ccccc3)c(=O)[nH]c2=O)cc1	-1	2	2	0.7	3	-8	-1	2	0
COc1ccc(C(C)=O)c(OC(=O)c2ccco2)c1	6	1	1	0.7	6	2	1	-7	-13
COc1ccccc1C/C(N)=N/OC(=O)COc1ccc(C)cc1	34	3	-3	-1.4	3	15	12	-3	-4
O=C(NCc1cccnc1)C1Cc2c(-c3ccc(Cl)cc3)ccnc2O1 (configuration not stated)	·	-1	0	·	6	1	-4	-2	1
CC(=O)COc1ccc2c(C)c(C)c(=O)oc2c1	5	4	1	0.5	6	2	-4	1	0
OCCCNc1ncnc2c1ncn2[C@H]1CN(Cc2ccc3c(c2)OCO3)C[C@@H](CO)O1	·	3	1	·	1	-5	0	7	-3
O=C(CSc1nncs1)Nc1cc(-c2ccccc2)nn1-c1ccccc1	-20	-10	10	-0.3	-8	3	-5	2	-10
O=C(OCC(=O)c1cccs1)C1=COCCO1	12	5	1	0.7	6	-19	7	-4	-6
C=CCn1c(=O)c2ccccc2n2c(SCC(=O)NCCc3ccccc3)nnc12	-12	-3	1	-1.3	9	-10	-1	-12	2
O=c1cc(O)c(-c2ccc(Cl)cc2)c(Cl)[nH]1	24	3	0	0.1	12	-15	5	3	-4
O=C1[C@@H]2[C@@H]3C[C@@H]([C@H]4ON=C(c5ccc(Cl)cc5Cl)[C@@H]34)[C@@H]2C(=O)N1C1CCCCC1	-84	-8	-1	2.2	4	2	3	0	4
COc1cc(NC(=O)c2cccs2)c(OC)cc1NC(=O)Nc1ccc(F)cc1	3	-3	3	2.3	9	-8	4	-3	-13
C=CC(=O)N1C/C(=C/c2ccc(Cl)cc2)C(=O)/C(=C\c2ccc(Cl)cc2)C1	-56	2	3	6.0	16	13	15	2	5
NC(=O)c1ncn([C@@H]2O[C@H](CO)[C@@H](O)[C@H]2O)c1O	-5	-4	1	-1.4	0	2	0	0	-1
O=S(=O)(c1ccc(Cl)c(C(F)(F)F)c1)N1CCN(CC(O)COc2ccccc2F)CC1 (configuration not stated)	-2	-1	3	1.2	1	4	7	2	-4
O=C(O)/C=C/c1ccc2c(-c3ccccc3)onc2c1	0	0	0	-0.5	5	3	-2	2	2
COc1ccc(N(C(=O)CNC(=O)c2ccco2)C(C(=O)NC2CCCC2)c2ccc(C)o2)cc1 (configuration not stated)	3	1	1	0.0	1	1	16	-3	-5
CCC(=O)N1CCN(c2ccc(NC(=O)c3ccc([N+](=O)[O-])o3)cc2Cl)CC1	-17	-5	8	2.0	0	5	15	-1	-2
COc1cc(C(=O)OCc2cc(=O)c(O)co2)ccc1OC(F)F	-19	3	2	0.2	6	-6	7	0	1
CCOC(=O)c1c(NC(=O)COC(=O)/C=C/c2ccccc2)sc(C(=O)NC)c1C	1	6	2	-0.7	6	2	12	4	-17
Cc1ccc(NC2CCCN(C(=O)CCc3ccncc3)C2)cc1C (configuration not stated)	-16	-5	0	-0.5	-3	-4	0	-8	-3
COc1ccccc1-c1csc(C(C)(O)c2cccc(F)c2)n1 (configuration not stated)	·	0	-1	·	13	-10	1	-1	-1
CCCCC(C(=O)O)C(C)CC(=O)Nc1ccn(-c2ccccc2)n1 (configuration not stated)	4	12	1	-0.4	8	-9	-5	1	-1
CC1(C)OC(C)(C)/C(=C/Nc2ccc(O)cc2)C1=O	2	14	2	0.2	6	-22	-4	-1	-2
COc1ccc(CCNC(=O)COC(=O)c2cc3ccccc3oc2=O)cc1OC	2	7	4	-0.8	0	-5	2	4	6
CCn1c(SCC(=O)NNC(=O)c2ccc(C)cc2)nnc1-c1ccncc1	-8	1	1	0.3	6	-5	-6	0	2
CCOc1cc(C(=O)Nc2cc(OC)cc(OC)c2)ccc1OCC(=O)N1CCOCC1	4	3	31	-0.8	6	-15	12	-2	2
COc1ccc(-n2c(SCc3ccc(C#N)cc3)nnc2-c2ccccn2)cc1	11	-7	1	-4.6	7	7	5	-3	1
CC(=O)OCCNc1cc(SCc2ccco2)c2nonc2c1[N+](=O)[O-]	6	1	4	3.1	10	-2	-8	-1	-1
CCn1c(CNC(=O)C23CC4CC(CC(C4)C2)C3)nnc1SCC(=O)Nc1nnc(C)s1	-6	8	0	-3.3	7	-7	0	-1	4
CN(C)CC(C)(C)CNC(=S)Nc1ccc(S(=O)(=O)N2CCOCC2)cc1	15	1	0	0.6	-7	4	1	-3	4
Cc1ccc(NC(=O)CSCC(=O)NCc2cccc(C(F)(F)F)c2)cc1	11	-7	1	-0.7	1	9	-3	-2	-1
Cc1ccccc1NC(=O)C1CCN(c2cnccn2)CC1	12	1	0	-1.0	8	-7	-1	-3	7
COc1ccc(NCc2ccc(OC)c(Cn3ccnc3)c2)c(OC)c1	23	-14	3	-1.6	-22	1	5	-4	-12
COc1ccc(S(=O)(=O)n2[nH]c(=O)c(CCO)c2C)cc1	1	10	1	0.2	21	-6	8	-1	1
CC(C)C(=O)Nc1ccc(NC(=O)c2cc3ccccc3o2)cc1	-3	13	6	-0.1	-4	-3	2	6	-8
CCOc1ccc(NC(=S)Nc2cc(C)[nH]n2)cc1	3	-11	0	-0.9	7	1	-2	-4	5
COc1ccc(C(=O)Nc2ccc3cn[nH]c3c2)c(OC)c1	-1	0	0	0.6	12	3	-1	0	1
O=C(c1cc(Cl)cc(Cl)c1)N1CCC2CC1c1cc(-c3ccc4c(c3)OCO4)ccc12 (configuration not stated)	6	-5	1	-1.3	4	1	-5	3	0
